# High-throughput results deposited in PubChem BioAssay by National Center for Advancing Translational Sciences (NCATS).
# SMN2 splice enh: SMN2 splice variant enhancement. HEK293 SMN2-luciferase splicing reporter, luminescence, 30-36 h. Potency, µM (series often up to 46.1 µM), for inactives: at the top dose activity change, positive = activation, most hits filed as activators. actives 2.8% (n = 210,000). AID 1458; also: % of control where 0% means no effect; nearly all actives have a fitted effect of over 55% in size
#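 qHTS luciferase splicing reporter: luminescence rises when SMN2 exon 7 is included in transfected HEK293 cells. Compound exposure lasted 30-36 h at 37C, with 4.5 mM final sodium butyrate as control, followed by a ONE-Glo read.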
# aGlu spleen mod: inhibits or activates alpha-glucosidase in human spleen homogenate. Potency, µM (highest dose often 79.9 µM), inactives show at the top dose activity change, negative = inhibition, actives largely listed as inhibitors. human spleen homogenate, 4-MU-alpha-glucoside fluorescence. P10253. actives 0.006% (n = 240,000). AID 2112;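 also: 0% = enzyme with vehicle and -100% = no enzyme basal signal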
#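 Human spleen homogenate (1 ug) with 4-methylumbelliferyl-alpha-D-glucopyranoside (1 mM final) in 50 mM citrate/phosphate pH 5.0, 0.01% Tween-20; 40 min at 37 C. Stopped at pH 10; 4-MU fluorescence Ex 365/Em 440 nm; AC50 by Hill fit.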
# JMJD2E inh: blocks human JMJD2E demethylase activity; B2RXH2; JMJD2E catalytic domain, FDH-coupled NADH fluorescence (FDH is formaldehyde dehydrogenase); Potency, µM (doses to about 57.1 µM), inactives show at the top dose activity change, negative = inhibition, actives largely listed as inhibitors; actives 1.6% (n = 230,000); active = well fitted inhibition curve with a large enough effect, not every such curve was filed as active; inconclusive = small, poorly fitted or top-dose-only effect, or another doubt; inactive = no such curve, though single readings can be large or run the other way;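 also: 0% = wells with enzyme and -100% = buffer wells without enzyme; nearly all actives have a fitted effect of over 50% in size; many of its hits are not listed in these tables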
# Target sequence (B2RXH2 1-337 limits assumed): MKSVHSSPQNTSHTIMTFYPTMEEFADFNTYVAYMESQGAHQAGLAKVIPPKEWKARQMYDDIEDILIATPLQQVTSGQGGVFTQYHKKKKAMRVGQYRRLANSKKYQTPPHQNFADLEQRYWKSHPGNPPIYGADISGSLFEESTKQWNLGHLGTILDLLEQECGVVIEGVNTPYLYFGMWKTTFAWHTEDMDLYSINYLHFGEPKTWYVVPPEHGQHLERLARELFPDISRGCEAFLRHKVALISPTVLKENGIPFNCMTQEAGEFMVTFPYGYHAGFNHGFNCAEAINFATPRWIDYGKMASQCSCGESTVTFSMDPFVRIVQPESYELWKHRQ
# GAA glycogen: GAA glycogen-cleavage inhibition or activation; Potency, µM (doses to about 76.4 µM), without a hit: at the highest dose activity change, negative = inhibition, actives largely listed as inhibitors; AID 2100; P10253; actives 0.38% (n = 300,000); recombinant GAA, glycogen substrate, Amplex Red glucose oxidase fluorescence;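 also: 0% = full enzyme reaction and -100% = no-enzyme basal signal; the screen sought inhibitors and activators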
#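 Recombinant human enzyme (4 nM); glycogen substrate; 37 C, 40 min, pH 5.0. Readout: coupled glucose oxidase/Amplex Red fluorescence.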
# RGS12 GoLoco inh: blocks human Gai1 binding to RGS12 GoLoco peptide, red readout. actives 0.44% (n = 230,000). Gai1:RGS12 GoLoco peptide FP, rhodamine, 10 min. Potency, µM (doses to about 61.6 µM), without a hit: at the highest dose activity, negative = inhibition, hits mostly inhibitors; active = well fitted inhibition curve with a large enough effect, not every such curve was filed as active; inactive = no such curve, though single readings can be large or run the other way; also: % is scaled to controls: 0 for no effect and ±100 for the full control effect; nearly all actives have a fitted effect of over 30% in size; many of its hits are not listed in these tables
# Target sequence (P63096 whole entry, looked up): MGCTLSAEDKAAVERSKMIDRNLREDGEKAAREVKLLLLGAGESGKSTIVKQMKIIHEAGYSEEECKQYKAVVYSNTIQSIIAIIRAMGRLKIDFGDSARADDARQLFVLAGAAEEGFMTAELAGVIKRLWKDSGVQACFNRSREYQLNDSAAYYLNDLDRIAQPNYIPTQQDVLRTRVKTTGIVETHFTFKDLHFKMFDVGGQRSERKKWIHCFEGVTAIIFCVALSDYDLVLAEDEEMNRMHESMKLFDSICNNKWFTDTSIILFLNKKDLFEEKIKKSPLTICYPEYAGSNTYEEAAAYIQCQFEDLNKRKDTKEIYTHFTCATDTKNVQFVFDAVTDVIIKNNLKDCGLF
# GLA spleen mod: alpha-galactosidase A (human) modulation | human spleen homogenate, 4MU-alpha-Gal fluorescence, 40 min | Potency, µM (highest dose often 80 µM), inactives show top-dose activity change, negative = inhibition, most hits filed as inhibitors | actives 0.008% (n = 240,000) | AID 2107;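 also: 0% = enzyme with vehicle and -100% = no enzyme basal signal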
# Target sequence (P06280 32-429 limits assumed): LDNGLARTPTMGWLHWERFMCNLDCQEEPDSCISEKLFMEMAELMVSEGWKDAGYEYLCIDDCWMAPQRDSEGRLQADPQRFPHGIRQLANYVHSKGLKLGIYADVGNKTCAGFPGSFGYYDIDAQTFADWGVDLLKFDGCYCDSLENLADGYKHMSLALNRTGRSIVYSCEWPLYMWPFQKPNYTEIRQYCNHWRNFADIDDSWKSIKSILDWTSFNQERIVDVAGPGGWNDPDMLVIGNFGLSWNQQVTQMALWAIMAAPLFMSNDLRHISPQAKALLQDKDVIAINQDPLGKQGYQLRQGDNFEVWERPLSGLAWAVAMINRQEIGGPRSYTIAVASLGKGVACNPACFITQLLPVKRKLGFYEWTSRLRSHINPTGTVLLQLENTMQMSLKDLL
#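 Spleen homogenate 1 ug + cpd (titration) + 4-MU-alpha-D-galactopyranoside 1 mM; 37C 40 min; 50 mM citrate/phosphate pH 5.0, 0.01% Tween-20; stop pH 10; fluorescence 365/440; AC50 via Hill.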
# ALDH1A1 inh: blocks purified human ALDH1A1 activity; P00352; Purified ALDH1A1, NADH fluorescence, propionaldehyde substrate; Potency, µM (doses to about 75.3 µM), for the others: at the top dose activity, negative = inhibition, most hits filed as inhibitors; actives 7.3% (n = 220,000); active = well fitted inhibition curve with a large enough effect, not every such curve was filed as active; inconclusive = small, poorly fitted or top-dose-only effect, or another doubt; inactive = no such curve, though single readings can be large or run the other way;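 also: plate controls were no enzyme wells and a reference inhibitor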
# GAA inh: inhibitors of human lysosomal alpha-glucosidase | purified human GAA, 4-MU-alpha-glucoside fluorescence | Potency, µM (series often up to 76.9 µM), for inactives: at the highest dose activity change, negative = inhibition, usual class: inhibitors | actives 0.005% (n = 200,000) | P10253;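 also: plate controls were uninhibited enzyme wells for no effect and no-enzyme background for full effect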
#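 Compounds are titrated up to 77 uM against 4 nM human enzyme. Substrate 4-methylumbelliferyl-alpha-D-pyranoside (400 uM) reacts 20 min at room temperature in pH 5.0 buffer; liberated 4-methylumbelliferone is read at 440 nm.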
# The depositor's hits bear a star; ? = inconclusive; . = no result given; [ ] = remark or other dose. Unless noted, calls follow the shape of the dose curve; as a rule, active = well fitted curve in the direction sought with a large enough effect; inconclusive = small, poorly fitted or top-dose-only effect, or another doubt; inactive = no such curve, though single readings can be large; an effect the other way counts as inactive or inconclusive. Potency is read from the fitted curve at half-maximal effect. These rows are one share of the data; the hit share may differ from the screen's.
entry	Compound	SMN2 splice enh	aGlu spleen mod	JMJD2E inh	GAA glycogen
1	CC(C)c1nnc(NC(=O)CCC(=O)NCc2ccco2)s1	4%	1%	3%	7%
2	COc1cccc(C2(O)CCN(CC(=O)NCC3CC3)CC2)c1	-22%	7%	-1%	-9%
3	Cn1c(=O)c2nc3ccccc3nc2n(C)c1=O	.	-5%	?	-3%
4	CN1CCN(NC(=O)c2cccc(F)c2)CC1	-9%	-1%	16%	-2%
5	c1cnc(SCCOc2ccc3c(c2)CCC3)nc1	13µM*	-1%	-4%	-2%
6	CC(Sc1ncnc2ccccc12)C(=O)Nc1ccc2c(c1)OCCO2 (stereo not given)	-43%[inhibitor]	-3%	-9%	-7%
7	N#Cc1cccc(-c2nc3cnc(Nc4ccccc4)nc3n(C[C@H]3CCCO3)c2=O)c1	1%	6%	.	.
8	COc1cc(/C=N/NC(=O)c2sc(N)c(C#N)c2C)cc(Br)c1O	20%	-8%	?	-1%
9	Cc1cc(C)cc(OCC(=O)O/N=C(\N)c2cccnc2)c1	.	-6%	2%	2%
10	COc1ccc(C(=O)NNC(=S)NC(=O)C(C)(C)C)cc1	-46%[inhibitor]	-5%	?	7.9µM*
11	CC1CN(C(=O)COC(=O)[C@@H]2CC(O)CN2S(=O)(=O)c2ccc3c(c2)OCCO3)CC(C)O1 (stereo not given in full)	28%	-1%	4%	-1%
12	O=C(c1cc2ccccc2oc1=O)N1CCN(C(=O)C2CCCO2)CC1 (stereo not given)	-5%	-4%	-20%	3%

entry	RGS12 GoLoco inh	GLA spleen mod	ALDH1A1 inh	GAA inh
1	4%	13%	-7%	9%
2	-4%	3%	-7%	1%
3	-18%	0%	?	.
4	-5%	-7%	12%	-4%
5	-1%	-3%	-2%	-3%
6	8%	4%	?	-5%
7	45%[activator]	-3%	-11%	.
8	16%	8%	13µM*	-23%
9	2%	5%	.	.
10	-1%	-6%	4%	1%
11	1%	2%	2%	0%
12	3%	7%	1%	7%

# Carrying on:
entry	Compound	SMN2 splice enh	aGlu spleen mod	JMJD2E inh	GAA glycogen
13	COc1cccc2c(=O)n(CC(=O)NCCc3ccccc3)ccc12	.	-2%	?	4%
14	COc1ccc(CCNC(=O)c2cc(-c3cc(C)ccc3O)n[nH]2)cc1OC	8%	-19%	-4%	-10%
15	O=C1c2ccccc2C(Nc2ccc(S(=O)(=O)N3CCOCC3)cc2)N1Cc1ccco1 (stereo not given)	-6%	-3%	2%	7%
16	O=c1[nH]c2ccsc2c(=O)n1-c1ccc(F)cc1	13%	-9%	3%	2%
17	Cc1nn(C)c(Cl)c1CN1CCCC(CO)(Cc2ccccc2)C1 (stereo not given)	.	-24%	-2%	-10%
18	Cc1ccc(NC(=O)C(C)N2CCCC2)cc1Cl (stereo not given)	21%	3%	14%	3%
19	COc1cc2nc(Cl)nc(NCCO)c2cc1OC	.	-3%	-30%	1%
20	COc1ccc(Nc2nc3nonc3nc2N2CCCCC2)cc1	.	-1%	-1%	3%
21	O=C(COC(=O)c1n[nH]c2ccccc12)c1cc(F)ccc1F	-20%	-2%	-11%	8%
22	CCOC(=O)COc1cccc2c(=O)n(CC(=O)N3CCCc4ccccc43)ccc12	15%	-4%	-25%	-8%
23	COc1ccc2[nH]c3ccc(OC)cc3c2c1	-20%	8%	?	-6%
24	COc1ccc(C(CNC(=O)Cc2c(F)cccc2Cl)N2CCCCC2)cc1 (stereo not given)	4%	-3%	2%	-7%

entry	RGS12 GoLoco inh	GLA spleen mod	ALDH1A1 inh	GAA inh
13	-5%	-12%	.	.
14	-1%	1%	2%	6%
15	1%	-9%	-11%	-16%
16	-6%	-3%	1%	-5%
17	8%	-22%	-1%	8%
18	8%	7%	5%	-14%
19	-1%	6%	.	.
20	10%	-2%	.	.
21	0%	-22%	-7%	-11%
22	4%	1%	?	6%
23	5%	11%	?	14%
24	0%	0%	5%	-4%

# Going on with the list:
entry	Compound	SMN2 splice enh	aGlu spleen mod	JMJD2E inh	GAA glycogen
25	COc1ccc(-c2onc(C)c2-c2ccccc2)c(O)c1	-8%	6%	1%	4%
26	Cc1onc(-c2ccccc2)c1C(=O)N/N=C/c1cccc(O)c1	-21%	2%	0%	8%
27	Cc1ccc(-c2ccc(/C=N/NC(=S)Nc3ccccc3)o2)cc1[N+](=O)[O-]	-25%	-6%	-2%	-6%
28	N#CC(c1nc2ccccc2nc1N1CCCC1)S(=O)(=O)c1ccccc1 (stereo not given)	-7%	9%	?	-7%
29	COc1cc(C(=O)NCCCn2ccnc2)cc(OC)c1OC	-7%	6%	10%	-11%
30	CN1CCN(C(c2cccc(C(F)(F)F)c2)c2nnnn2C(C)(C)C)CC1 (stereo not given)	2%	-3%	6%	8%
31	Cc1cc(Oc2ccccc2)nc(N)n1	-8%	4%	1%	1%
32	COc1ccc(C(=O)/C=C/Nc2cc(C)on2)cc1	25%	4%	?	8%
33	CCCCCn1c(=O)[nH]c2cc(C(=O)N3CCN(CC)CC3)ccc2c1=O	-2%	7%	-26%	0%
34	Cc1noc(C)c1-c1nc(CSc2ccc(Cl)cc2)no1	.	1%	-6%	-2%
35	Cn1c(Cn2c(=O)sc3ccccc32)nnc1SCC(=O)Nc1ccccc1F	-6%	1%	-9%	2%
36	Cc1ccc(-n2cc(CN(C)Cc3nccn3C)c(-c3cccc(C)c3)n2)cc1	.	4%	-24%	3%

entry	RGS12 GoLoco inh	GLA spleen mod	ALDH1A1 inh	GAA inh
25	0%	3%	6%	-1%
26	9%	-14%	0%	0%
27	-4%	-10%	-12%	-18%
28	44%[activator]	?	?	?
29	18%	7%	5%	14%
30	-2%	2%	16%	-4%
31	0%	4%	9%	3%
32	2%	4%	-17%	-2%
33	2%	?	?	?
34	-2%	2%	11%	-4%
35	6%	5%	-6%	-1%
36	-4%	1%	6%	-6%

# Compounds from the list above that contain a Cl atom, in the order listed:
entry	Compound	SMN2 splice enh	aGlu spleen mod	JMJD2E inh	GAA glycogen
17	Cc1nn(C)c(Cl)c1CN1CCCC(CO)(Cc2ccccc2)C1 (stereo not given)	.	-24%	-2%	-10%
18	Cc1ccc(NC(=O)C(C)N2CCCC2)cc1Cl (stereo not given)	21%	3%	14%	3%
19	COc1cc2nc(Cl)nc(NCCO)c2cc1OC	.	-3%	-30%	1%
24	COc1ccc(C(CNC(=O)Cc2c(F)cccc2Cl)N2CCCCC2)cc1 (stereo not given)	4%	-3%	2%	-7%
34	Cc1noc(C)c1-c1nc(CSc2ccc(Cl)cc2)no1	.	1%	-6%	-2%

entry	RGS12 GoLoco inh	GLA spleen mod	ALDH1A1 inh	GAA inh
17	8%	-22%	-1%	8%
18	8%	7%	5%	-14%
19	-1%	6%	.	.
24	0%	0%	5%	-4%
34	-2%	2%	11%	-4%

# Next section.
entry	Compound	SMN2 splice enh	aGlu spleen mod	JMJD2E inh	GAA glycogen
37	C=CCN1C(=O)S/C(=C\c2ccc(N3CCOCC3)cc2C)C1=O	.	11%	-2%	-6%
38	CCN1CCN(CCNC(=O)c2ccc3c(c2)N(Cc2ccc(F)cc2)C(=O)/C(=C/c2ccccc2)S3)CC1	-32%[inhibitor]	-2%	-15%	-28%
39	Fc1ccc2[nH]c3c(N4CCc5ccccc5C4)ncnc3c2c1	.	6%	?	-4%
40	O=C(c1ccccc1F)N1CCN(c2ncccn2)CC1	-21%	-5%	?	4%
41	OCCC1CN(Cc2cnc(-c3cccc4ccccc34)nc2)CCN1C1CCCCC1 (stereo not given)	.	-22%	4%	16%
42	Cc1ccccc1-n1nnnc1SCc1ncc(-c2ccccc2)o1	-12%	-3%	2%	-2%
43	COc1ccc(CCNC(=O)CSCC(=O)Nc2ccccc2)cc1OC	.	5%	0%	-2%
44	CCOC(=O)CC(CC(C)=O)C(=O)OCC (stereo not given)	1%	2%	2%	.
45	Cn1c(=O)c2c(nc(CN3CCc4ccccc4C3)n2Cc2ccccc2F)n(C)c1=O	-45%[inhibitor]	6%	?	1%
46	O=C(Nc1ccccc1)N(CCCN1CCOCC1)Cc1cccs1	-20%	2%	9%	-5%
47	COc1cc2[nH]c(=O)n(Cc3ccc(C(=O)NCC4CCCO4)cc3)c(=O)c2cc1OC (stereo not given)	16%	-3%	?	1%
48	Cc1ccccc1NC(=S)NCc1ccco1	?	-5%	7%	-2%

entry	RGS12 GoLoco inh	GLA spleen mod	ALDH1A1 inh	GAA inh
37	22%	17%	0.89µM*	?
38	3%	-7%	5%	-12%
39	9%	4%	-14%	-6%[15.4 µM]
40	-14%	3%	?	-4%
41	17%	-8%	-1%	-6%
42	-7%	-17%	10µM*	-1%
43	0%	3%	.	.
44	4%	7%	10%	.
45	-5%	7%	?	1%
46	-1%	10%	0%	3%[15.4 µM]
47	9%	6%	?	-10%
48	7%	1%	-7%	-4%

# Additional results follow.
entry	Compound	SMN2 splice enh	aGlu spleen mod	JMJD2E inh	GAA glycogen
49	CC1C=CCC2C(=O)N(c3ccc(Cl)cc3O)C(=O)C12 (stereo not given)	-10%	2%	4%	-7%
50	COC(=O)c1ccccc1NC(=O)c1cc2nc(C3CC3)cc(C(F)(F)F)n2n1	-12%	1%	-4%	5%
51	Cc1ccccc1-c1nnc(SCC#N)o1	.	3%	4%	14%
52	C/C(=N\NC(N)=O)c1ccccc1Cl	.	-6%	4%	0%
53	CN1C(=O)c2cccc3c(Cl)ccc(c23)C1=O	-1%	-6%	?	-2%
54	O=C(c1ccccc1)c1ccc(N2CCCC2)cc1	25µM*	-2%	-19%	-23%
55	CCCN(CCC)C(=O)SCC	-6%	-8%	.	.
56	COCCSc1nc2c(c(=O)[nH]c(=O)n2C)n1CCC(C)C	3%	-3%	-4%	4%

entry	RGS12 GoLoco inh	GLA spleen mod	ALDH1A1 inh	GAA inh
49	-3%	5%	-1%	2%
50	11%	-10%	-9%	2%
51	11%	-1%	4%	11%
52	10%	-8%	25%	-6%
53	0%	0%	?	10%
54	1%	4%	?	-6%
55	12%	0%	8%	.
56	-3%	-7%	?	-4%
